Screening data: PubChem BioAssay, National Center for Advancing Translational Sciences (NCATS)
TRHR ag: qHTS for Small Molecule Agonists and Allosteric Enhancers of Human TRH Receptor: Primary Screen for Agonists. Thyrotropin-releasing hormone receptor (Homo sapiens), P34981. TRHR cells, calcium flux fluo-8, FDSS agonist mode. activation, % at 2 µM. 360,000 compounds, 0.18% hits. AID 493084, 2011; note: 0% is about no effect
Target sequence (P34981 whole entry, looked up): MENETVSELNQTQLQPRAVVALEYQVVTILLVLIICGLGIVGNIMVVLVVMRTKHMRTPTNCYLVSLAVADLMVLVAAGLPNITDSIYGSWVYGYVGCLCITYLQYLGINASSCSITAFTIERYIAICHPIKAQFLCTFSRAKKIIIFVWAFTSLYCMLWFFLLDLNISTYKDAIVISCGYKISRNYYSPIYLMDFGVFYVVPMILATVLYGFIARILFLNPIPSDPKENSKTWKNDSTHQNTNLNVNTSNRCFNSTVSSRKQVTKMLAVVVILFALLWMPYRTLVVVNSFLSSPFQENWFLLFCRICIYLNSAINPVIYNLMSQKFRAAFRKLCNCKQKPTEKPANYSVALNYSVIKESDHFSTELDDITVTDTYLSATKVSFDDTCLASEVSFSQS
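In this calcium-flux screen, cells bearing human TRHR are dye-loaded with fluo-8, baselined for 10 cycles, then exposed to library compounds; positive kinetic calcium responses during the agonist phase mark hits, with TRH as control.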
D2 antag: HTS Assay for Allosteric Antagonists of the Human D2 Dopamine Receptor: Primary Screen for Antagonists. HEK293 TREx D2 cells, calcium flux, dopamine EC80. inhibition, % at 10 µM. 340,000 compounds, 2% hits. AID 485344, 2010; in the data active = inhibition above about 30%; note: 0% is about no effect
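Inhibition of EC80 dopamine-driven calcium flux, recorded kinetically, defines activity here; cells are a tetracycline-induced HEK293 T-REx line expressing force-coupled D2.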
D2 PAM: HTS Assay for Positive Allosteric Modulators of the Human D2 Dopamine Receptor: Primary Screen for Potentiators; D(2) dopamine receptor (Homo sapiens), P14416; HEK293 T-REx D2, calcium flux, EC20 dopamine potentiation; potentiation, % at 10 µM; 340,000 compounds, 0.34% hits; AID 485347, 2010;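 active = potentiation over 3 SD above the plate norm, cut at about 30% in these data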; note: 0% is about no effect
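Primary screen. Calcium kinetics in induced HEK293 T-REx D2 cells: compound pre-addition 180 s, EC20 dopamine, 180 s more.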
TRHR PAM: qHTS for Small Molecule Agonists and Allosteric Enhancers of Human TRH Receptor: Primary Screen for Enhancers; Thyrotropin-releasing hormone receptor (Homo sapiens), P34981; TRHR cells, fluo-8 calcium fluorescence, EC20 TRH enhancement; enhancement, % at 2 µM; 360,000 compounds, 0.66% hits; in the data active = enhancement above about 30%; note: 0% is about no effect
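Enhancer read-out: after compound pinning and an initial kinetic agonist-mode read, an EC20 of TRH (10 nM final) was injected and fluo-8 calcium signal (Ex 480/Em 530) followed at 1 s/cycle for 100 cycles in TRHR-expressing cells.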
D1 potentiator: Potentiators of Human D1 Dopamine Receptor: qHTS; 360,000 compounds, 0.036% hits; potentiation, % at 10 µM; D(1A) dopamine receptor (Homo sapiens), P21728; HEK293 TREx D1 cells, calcium flux, dopamine EC20 potentiation; AID 504651, 2011; in the data active = potentiation above about 30%; note: 0% is about no effect
Target sequence (P21728 whole entry, looked up): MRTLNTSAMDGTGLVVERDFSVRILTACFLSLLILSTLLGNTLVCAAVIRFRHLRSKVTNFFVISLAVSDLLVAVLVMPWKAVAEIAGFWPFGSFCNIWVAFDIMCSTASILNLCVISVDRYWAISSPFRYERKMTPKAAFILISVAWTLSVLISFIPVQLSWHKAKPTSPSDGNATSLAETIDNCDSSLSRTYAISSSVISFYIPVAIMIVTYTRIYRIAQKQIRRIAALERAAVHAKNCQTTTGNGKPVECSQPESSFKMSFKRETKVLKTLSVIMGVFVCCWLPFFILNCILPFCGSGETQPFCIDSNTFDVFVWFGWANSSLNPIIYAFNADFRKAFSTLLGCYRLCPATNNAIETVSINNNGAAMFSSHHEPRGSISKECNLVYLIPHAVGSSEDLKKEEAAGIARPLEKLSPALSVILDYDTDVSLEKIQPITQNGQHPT
D1 agonist: Allosteric Agonists of the Human D1 Dopamine Receptor: qHTS. HEK293 T-REx D1 cells, calcium flux, agonist mode. activation, % at 2 µM. 360,000 compounds, 1% hits; note: 0% is about no effect
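Tetracycline-induced HEK293 TREx D1 cells, force-coupled to calcium signalling, were dye-loaded with a no-wash calcium kit. Compound was pin-added after a 10 s baseline. Fluorescence was read kinetically at 1 cycle/s for 180 s, with calcium rises flagged as agonism.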
D1 antagonist: Antagonist of Human D 1 Dopamine Receptor: qHTS; D(1A) dopamine receptor (Homo sapiens), P21728; HEK293 TREx D1 cells, calcium flux, dopamine EC80; stronger effect = lower value; activity change, negative = inhibition, % at 10 µM; 360,000 compounds, 3.2% hits; in the data active = activity change below about -30%; note: % is set by controls: 0 for no effect and ±100 for the full control effect
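HEK293 T-REx cells expressing inducible, force-coupled D1 receptor; no-wash Ca dye, 30–90 min RT. Cmpd → 180 s read at 1 Hz → EC80 DA → 180 s read.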
D2 ag: HTS Assay for Allosteric Agonists of the Human D2 Dopamine Receptor: Primary Screen for Agonists; D(2) dopamine receptor (Homo sapiens), P14416; AID 485358, 2010; 340,000 compounds, 0.53% hits; HEK293 T-REx D2 cells, calcium flux agonist mode; activation, % at 2 µM;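 active = activation over 3 SD above normal in the single-dose calcium agonist read, cut at about 30% in these data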; note: 0% is about no effect
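Agonism is scored from calcium flux in a force-coupled, inducible HEK293 cell line expressing D2, read kinetically for 180 s after compound addition against dopamine controls.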
RXFP1 antagonist: qHTS Assay for Antagonists of the Relaxin Receptor RXFP1; 350,000 compounds, 0.59% hits; HEK293-RXFP1, relaxin-stimulated cAMP HTRF, 30 min; stronger effect = lower value; activity change, negative = inhibition, % at 57.5 µM;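 active = activity change of -60% or lower, but not beyond a set lower limit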; note: % is set by controls: 0 for no effect and ±100 for the full control effect
* hit, by the source's call; x = not tested or not shown. Cut-off read from the data, not from the text of the source, unless noted: active = activation above about 30%; inactive = the rest. Compounds as they come (roughly 7.1% active in at least one column).

entry	Compound	TRHR ag	D2 antag	D2 PAM	TRHR PAM	D1 potentiator	D1 agonist	D1 antagonist	D2 ag	RXFP1 antagonist
1	CCOc1ccc(C(=O)Nc2ccccc2CC)cc1[N+](=O)[O-]	-1.5	0	-9	-2	-9	2	9	0.1	0
2	Cn1c(=O)c2c(nc(NC3CCCC3)n2C)n(C)c1=O	0.2	-18	-3	-1	8	1	-1	-0.1	-8
3	S=C(NC1CC1)N1CCN(C(=S)NC2CC2)CC1	0.8	-13	8	15	-7	1	-11	-0.2	2
4	Oc1ccc(C=Nc2cccc3ccccc23)c(O)c1	-0.1	1	-4	2	6	2	3	2.3	-10
5	O=c1c2cnn(-c3ccccc3Cl)c2ncn1Cc1cccnc1	0.1	9	-4	1	-5	3	3	0.8	-10
6	CC1CCCN(c2ccc(C(=O)Nc3cccnc3)cc2[N+](=O)[O-])C1 (stereo not drawn)	0.3	3	-6	2	-4	-1	-20	0.1	-31
7	CCOc1ccccc1NC(=O)CN1C(=O)C(=O)c2ccccc21	0.1	x	-8	-10	-6	0	4	-0.6	2
8	CCOC(=O)CC(C(=O)OCC)P(=O)(c1ccccc1)c1ccccc1 (stereo not drawn)	0.6	5	-4	2	-4	5	-11	0.7	-5
9	COc1ccc(-c2cn(Cc3ccc([N+](=O)[O-])cc3)nn2)cc1	-2.5	x	x	-9	-4	0	-1	x	x
10	Cc1ccc(NC(=O)c2cc3c(Cl)nc4ccc(C)cc4c3s2)c(Cl)c1	1.4	x	0	15	0	1	-4	0.4	-7
11	CCOC(=O)Cc1csc(NC(=O)c2cc3c(s2)CCCC3)n1	-0.2	-1	15	2	-9	2	-14	-0.3	-3
12	Cc1nnc(SCC(=O)Nc2cc(C(F)(F)F)ccc2N2CCOCC2)o1	-0.1	7	x	-2	0	3	-7	0.7	4
13	COc1cc(OC)cc(C(=O)Nc2cc3c(cc2N2CCOCC2)n(C)c(=O)n3C)c1	-0.7	x	29	-4	-1	1	11	-0.8	-4
14	COc1ccccc1NC(=O)C1CC(O)CN1C(=O)Oc1ccccc1 (stereo not drawn)	1.1	8	4	1	-2	-3	-4	-0.5	-6
15	Cc1ccc(C)c(OC(=O)c2ccncc2)c1	-0.4	-4	2	5	-3	-4	-11	0.8	2
16	CN(C)CCNC(=O)COc1cccc2c1OC(C)(C)C2	-0.8	14	-18	-1	-6	3	10	-0.1	-5
17	CC(=O)Nc1ccc(NC(=O)c2ccc(NC(=O)c3ccccc3)cc2)cc1	0.5	-11	-4	4	-2	0	0	-0.8	5
18	CN(CC(=O)NC1CCCCCCC1)S(=O)(=O)c1cnc[nH]1	1.0	7	-7	1	-4	1	8	0.8	11
19	O=S(=O)(CS(=O)(=O)c1ccc(Cl)cc1)c1ccc(Cl)cc1	0.0	-9	-3	-6	-6	4	-7	-0.6	-3
20	Cc1ccc(NC(=O)CCNC(=O)c2ccccc2Cl)cc1S(=O)(=O)N1CCOCC1	1.1	11	7	20	7	0	5	0.2	7
21	COc1ccccc1N1CCN(C(=O)CN(C)S(=O)(=O)c2cc(C)ccc2OC)CC1	-1.4	5	-1	-2	-1	1	-2	0.0	-8
22	CS(=O)(=O)N(CCCC(=O)N1CCCCCC1)c1cccc(Cl)c1	-0.1	26	8	5	0	7	-38*	-0.4	3
23	COc1ccc(C2=NO[C@@H]3C(=O)N(c4c(C)cccc4C)C(=O)[C@H]23)cc1OC	0.5	4	6	0	-3	9	-19	-0.1	-6
24	NC(=O)Cn1c(-c2nonc2N)nc2ccccc21	15	26	-11	-11	-14	7	24	22	-4
25	Cc1ccc(C(=O)N/C(=C\c2ccc3c(c2)OCO3)C(=O)Nc2ccc(C(=O)O)cc2)cc1	-0.5	-12	6	1	5	0	5	0.1	8
26	S=C(NCCc1ccncc1)Nc1ccccc1	-0.2	3	-5	-1	-11	1	-9	-0.3	-9
27	NC(=O)c1nnn(-c2cccc(C(F)(F)F)c2)c1-c1ccccc1	-0.5	x	x	0	4	1	-17	x	-1
28	NC(=S)c1cnn2c(-c3cccc(C(F)(F)F)c3)ccnc12	-0.7	5	9	1	3	5	-11	-2.2	3
29	COc1ccc(C2(c3ccc(OC)cc3)NC(=O)N(CC(=O)NC3(C#N)CCCC3)C2=O)cc1	-0.4	-3	-2	7	-9	3	-14	0.4	3
30	Cc1noc(C)c1S(=O)(=O)Nc1ccccc1OC(F)(F)F	1.2	4	-20	-6	4	3	-15	-0.2	-2
31	CCCCNc1c(N)n(CC(C)C)c(=O)[nH]c1=O	0.4	-3	-1	5	3	1	-15	0.7	4
32	O=C(NCC(c1cccs1)N1CCOCC1)c1ccccc1NS(=O)(=O)c1cc([N+](=O)[O-])ccc1Cl (stereo not drawn)	0.9	33*	12	8	-9	9	-2	-0.8	-20
33	COc1ccc(/C=C/C(=O)Nc2ccc(OC)nc2)cc1	-0.5	7	-8	-6	1	2	-5	-1.1	-13
34	O=C(COc1ncnc2ccccc12)Nc1cc([N+](=O)[O-])ccc1F	-0.2	-4	-1	-6	3	4	8	0.1	3
35	C=CCN1C(=O)N/C(=C/c2ccc(C)o2)C1=O	0.9	-3	-15	-2	-3	9	10	39*	2
36	CC(C)NS(=O)(=O)c1ccc(CCC(=O)NCc2ccc3c(c2)OCO3)cc1	-0.3	13	11	4	-6	-3	-2	1.1	-17
37	COCCCNC(=O)CSc1nc(-c2ccc(OC)c(OC)c2)[nH]c1-c1ccc(F)cc1	-0.2	x	-11	-3	-4	-1	8	1.0	-10
38	NS(=O)(=O)c1ccc(NC(=O)CCCC(=O)O)cc1	0.8	13	-1	2	-1	3	-4	-0.5	-5
39	N#CNC(=Nc1cccc(C(F)(F)F)c1)SCc1ccc(C(=O)O)cc1	0.5	-7	2	46*	-2	1	-10	0.4	-2
40	COc1ccc(Cl)cc1NC(=O)CN1c2ccccc2S(=O)(=O)c2ccccc21	0.6	x	-7	12	-1	3	-12	-0.9	-24

Another view of part of the listing above.
31. CCCCNc1c(N)n(CC(C)C)c(=O)[nH]c1=O
  TRHR ag: 0.4
  D2 antag: -3
  D2 PAM: -1
  TRHR PAM: 5
  D1 potentiator: 3
  D1 agonist: 1
  D1 antagonist: -15
  D2 ag: 0.7
  RXFP1 antagonist: 4

32. O=C(NCC(c1cccs1)N1CCOCC1)c1ccccc1NS(=O)(=O)c1cc([N+](=O)[O-])ccc1Cl (stereo not drawn)
  TRHR ag: 0.9
  D2 antag: 33*
  D2 PAM: 12
  TRHR PAM: 8
  D1 potentiator: -9
  D1 agonist: 9
  D1 antagonist: -2
  D2 ag: -0.8
  RXFP1 antagonist: -20

33. COc1ccc(/C=C/C(=O)Nc2ccc(OC)nc2)cc1
  TRHR ag: -0.5
  D2 antag: 7
  D2 PAM: -8
  TRHR PAM: -6
  D1 potentiator: 1
  D1 agonist: 2
  D1 antagonist: -5
  D2 ag: -1.1
  RXFP1 antagonist: -13

New compounds follow.
entry	Compound	TRHR ag	D2 antag	D2 PAM	TRHR PAM	D1 potentiator	D1 agonist	D1 antagonist	D2 ag	RXFP1 antagonist
41	COc1ccc(Cn2c(CCC(=O)Nc3ccc(OC)c(Cl)c3)nc3cccnc32)cc1	-1.9	x	x	4	-2	4	5	-1.0	-9
42	CCCOc1ccc(N2C(=O)CC(N3CCN(c4ccccc4OC)CC3)C2=O)cc1 (stereo not drawn)	-0.4	-17	-3	-1	-6	0	-17	0.1	-11
43	CC(=O)c1cccc(NC(=O)C23CC4CC(C2)CC(n2cncn2)(C4)C3)c1	0.2	-13	-6	5	-6	9	-15	0.3	-4
44	COCCN(CC1CCCN(C2Cc3ccccc3C2)C1)C(=O)c1cccs1 (stereo not drawn)	0.0	1	-1	-4	1	0	21	0.2	4
45	CC1=C(C#N)CCC(=O)N1Cc1c(F)cccc1Cl	-0.4	3	-7	-1	-11	4	7	-2.2	-8
46	COc1ccccc1OCc1ccc(C(=O)NCc2cccnc2)o1	-0.5	-3	-1	6	-1	-1	2	0.0	-4
47	O=C(NC1CCCC1)C(c1ccc(F)cc1)N(C(=O)c1csnn1)C1CC1 (stereo not drawn)	-0.2	-15	17	16	-3	1	-8	0.3	7
48	Cc1cc(C)n2nc(SCc3nnc(-c4ccc(F)cc4)o3)nc2n1	-1.4	19	3	3	3	1	-6	6.4	x
49	CCOC(=O)c1c(Oc2ccc(C(C)=O)cc2)nnc(-c2ccccc2)c1-c1ccccc1	0.4	x	-12	-4	-2	6	34	-0.7	-12
50	COC(=O)C1(CCSC)NC(c2ccc(O)cc2)C2C(=O)N(c3ccc4c(c3)OCCO4)C(=O)C21 (stereo not drawn)	0.1	-5	-9	-5	0	3	4	0.0	1
51	Cc1ccc(CNc2ccc(O)cc2)cc1	1.3	-6	x	1	-5	0	-28	1.1	-11
52	Cc1ccc(CNc2ccc(N3C(=O)CC(C)C3=O)cc2[N+](=O)[O-])cc1 (stereo not drawn)	0.1	-7	-7	0	-3	10	-9	-0.5	5
53	NC1=C(O)C(=O)C(c2ccccc2)O1 (stereo not drawn)	1.8	-9	-10	-10	13	1	3	1.6	0

Single records, from the list above.
Results for COc1ccccc1OCc1ccc(C(=O)NCc2cccnc2)o1 → TRHR ag: -0.5; D2 antag: -3; D2 PAM: -1; TRHR PAM: 6; D1 potentiator: -1; D1 agonist: -1; D1 antagonist: 2; D2 ag: 0.0; RXFP1 antagonist: -4
Results for CCOC(=O)c1c(Oc2ccc(C(C)=O)cc2)nnc(-c2ccccc2)c1-c1ccccc1 → TRHR ag: 0.4; D2 antag: x; D2 PAM: -12; TRHR PAM: -4; D1 potentiator: -2; D1 agonist: 6; D1 antagonist: 34; D2 ag: -0.7; RXFP1 antagonist: -12
